# Bioassay records deposited in PubChem by University of Kansas High Throughput Screening Laboratory.
# mHTT CaM bind – inhibitors of human mutant huntingtin-calmodulin interaction. AlphaScreen His-mHTT/GST-CaM binding, luminescence. inhibition, % at 15 µM. 190,000 tested, 3.6% active. P42858;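 also: 0% = both proteins with DMSO and 100% = one protein alone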
# Pf apPOL inh – Pf-apPOL DNA polymerase inhibition; Recombinant Pf-apPOL, molecular beacon fluorescence, 1.5 h; inhibition, % at 10 µM; 210,000 tested, 0.25% active; AID 1794808
# * marks the source's active call; other numbers are inactive results; / = not tested or not shown; & = joins results of further samples. Rule as the data show it: active = inhibition above about 50%; inactive = the rest.
# Start of the listing, in advance (6 entries):
SMILES,mHTT CaM bind,Pf apPOL inh
O=C(NCc1ccc2c(c1)OCO2)C(=O)NCC1(O)CCOCC1,-20,-7
O=C1N=c2ccc(Br)cc2=C1c1sc(Nc2cccc(Cl)c2Cl)nc1O,35,1
CCOc1ccccc1NC(=O)c1ccc(F)c(S(=O)(=O)N2CCCC2)c1,-1,1
O=C(Nc1ccc(N2CCCN(C(=O)C3CC3)CC2)cc1)c1ccc(Cn2ccnc2)cc1,30,7
COc1ccc(-c2noc(-c3ccc(NC4CCCC4)nc3)n2)cc1,-7,-1
COc1cc(/C=C2\NC(=O)NC2=O)cc(Cl)c1OCc1ccc([N+](=O)[O-])cc1,8,-6

# Results, previewed entries included:
SMILES,mHTT CaM bind,Pf apPOL inh
O=C(NCc1ccc2c(c1)OCO2)C(=O)NCC1(O)CCOCC1,-20,-7
O=C1N=c2ccc(Br)cc2=C1c1sc(Nc2cccc(Cl)c2Cl)nc1O,35,1
CCOc1ccccc1NC(=O)c1ccc(F)c(S(=O)(=O)N2CCCC2)c1,-1,1
O=C(Nc1ccc(N2CCCN(C(=O)C3CC3)CC2)cc1)c1ccc(Cn2ccnc2)cc1,30,7
COc1ccc(-c2noc(-c3ccc(NC4CCCC4)nc3)n2)cc1,-7,-1
COc1cc(/C=C2\NC(=O)NC2=O)cc(Cl)c1OCc1ccc([N+](=O)[O-])cc1,8,-6
COc1cccc(-n2nc(C(=O)N(C)c3ccc(C(C)C)cc3)c3ccccc3c2=O)c1,31,-9
CCc1ccc(C2CC(c3ccccc3)n3ncnc3N2)cc1 (stereo unspecified),-1,0
Cc1nnc(-c2cc(C)n(CC(=O)Nc3ccccc3F)c2C)o1,6,11
O=C(Nc1ccc(N=Nc2ccccc2)cc1)c1ccccc1,6,1
CCNc1nc2c(c(=O)[nH]c(=O)n2C)n1CC(O)COc1ccc(Cl)cc1Cl (stereo unspecified),-2,7
COc1ccc(C(NC(=O)Cc2cc3ccccc3[nH]2)C(=O)Nc2ccc3c(c2)OCO3)cc1 (stereo unspecified),49,-2
COc1ccc(S(=O)(=O)Oc2ccc3c(c2)OC(=Cc2cccc(OC)c2OC)C3=O)cc1,-2,7
COc1ccccc1C(=O)N1CCc2c(c(-c3nnc(-c4ccccc4Cl)o3)nn2C)C1,-6,-6
Cc1cccn2c(=O)c(/C=C3\SC(=S)N(CC4CCCO4)C3=O)c(N3CCCC3)nc12 (stereo unspecified),24,/
CCCC(C(=O)O)N1C(=O)C(=Cc2cn(C)c3ccccc23)SC1=S (stereo unspecified),28,-298
CC1(C)OC(=O)C(=CNc2cccc(O)c2)C(=O)O1,-1,-8
CCCCN1C(=O)C(C)(C(=O)Nc2ccc(F)cc2)Oc2cccnc21 (stereo unspecified),-5,-2
CCOc1ccc(NC(=O)CN(C)S(=O)(=O)c2ccc3[nH]c4c(c3c2)CCCC4)cc1,44,-2
CN1CCN(c2ccc(NS(=O)(=O)c3ccc(F)cc3)cc2)CC1,/,2
COc1ccc(-c2cc3nc4c(c(=O)n3[nH]2)CN(C(=O)c2ccc3c(c2)OCO3)CC4)cc1,0,-5
Cc1c(Cc2ccccc2)c(=O)oc2cc(OCC(=O)O)ccc12,1,4
O=C(c1cnccn1)N1CCc2c(nc(-c3ccccc3)[nH]c2=O)C1,0,-8
COc1ccc(/C=c2\sc3nc4c(C)cc(C)cc4n3c2=O)c(OC)c1,-4,-1
COc1ccccc1C1CC(c2ccc(Cl)cc2)Nc2ncnn21 (stereo unspecified),54*,-3
COc1ccc(NC(=O)C2CCN(c3cc(Br)ccc3C)C2=O)cc1 (stereo unspecified),9,-1
COCCNC(=O)c1c(NC(=O)c2ccccc2OC)sc2c1CCCC2,-12,-5
COc1ccc(CC(=O)N2CCc3c(nc4cc(-c5ccccc5Cl)[nH]n4c3=O)C2)cc1,35,3
CCn1c(C2CCN(C(=O)Nc3ccc(C)c(Cl)c3)C2)nc2cccnc21 (stereo unspecified),12,0
Cc1cccc(-n2nc3c(c2NC(=O)c2ccc(OC(C)C)cc2)CS(=O)(=O)C3)c1C,9,-2
Cc1ccc(OCC(=O)NC2CCCCCC2)c(C)c1,-7,-16
Cn1cc(S(=O)(=O)Nc2ccc(Oc3c(Cl)cccc3Cl)nc2)cn1,/,-3
COc1ccc2cc(C(=O)O)ccc2c1,-6,1
CN(Cc1ccco1)C(=O)C1c2ccccc2CC(=O)N1Cc1ccccc1 (stereo unspecified),15,1
O=S(=O)(Cc1ccccc1)CC1CC1(Cl)Cl (stereo unspecified),2,3
C=CCN(CC=C)C(=O)c1ccc2snnc2c1,-6,0
Cc1ccccc1-c1onc(C)c1C(=O)NCC1CCCO1 (stereo unspecified),-6,-3
O=C1CC(c2ccc(Cl)cc2)CC2=C1C(c1cccs1)Nc1ccccc1N2 (stereo unspecified),13,-5
CCC(=O)NCc1csc(C2CCN(C(=O)c3ccc(N(C)C)cc3)CC2)n1,-6,-3
CCN(Cc1ccccc1)S(=O)(=O)c1ccccc1Br,-61,-3
CCSc1ccccc1C(=O)Nc1ccc(CC(=O)N(C)C)cc1,-8,-7
CCNc1nc(OCC#N)nc(N2CCOCC2)n1,0,-2
O=C1c2ccccc2C(=O)N1CSc1nnc2c(n1)[nH]c1ccccc12,-1,-8
Cc1cc(OCC(=O)N2CCCC2)nc(-c2ccc(F)cc2)n1,-10,2
CCCn1ncc(N2CCC(C(=O)N3CCN(CC(C)C)CC3)CC2)cc1=O,-6,-4
Cc1nn(-c2ccccc2Cl)c(C(C)C)c1C(=O)NCC1CCCO1 (stereo unspecified),8,-5
COc1ccc(NC(=O)c2cc([N+](=O)[O-])ccc2N2CCOCC2)cc1,-1,1
COc1ccc(C(=O)N2CCN(Cc3ccccc3Cl)CC2)cc1,3,-6
O=C(C1CCN(c2nc3ccc(-c4cncnc4)nc3s2)CC1)N1CCCCC1,4,0
COc1ccc(C(=O)c2nc3ccccc3n2C)cc1,-4,6
NC(CSc1ccc(Cl)cc1)=NS(=O)(=O)c1ccc(Cl)cc1,/,0
CCc1nc(SCC(=O)c2ccc(OC)c([N+](=O)[O-])c2)n[nH]1,-2,-5
COc1ccc(C(=O)N2CCCn3nc(-c4cccs4)cc3C2)cn1,-9,-4
COc1ccc(CCNC(=O)c2c[nH]n3c(=O)c(Cc4ccc(C)cc4)c(C)nc23)cc1OC,45,-7
CCCn1ccc2sc(C)c(C(=O)NC3CC3)c2c1=O,-12,0
O=C(CC(=O)c1ccc([N+](=O)[O-])cc1)Nc1ccccc1Cl,40,-11
C=CCSc1nc2c(c(=O)n1C1CCCCC1)C1(CCCCC1)Cc1ccccc1-2,-9,/
O=C(CCCOc1ccc(Cl)cc1Cl)Nc1ccccc1,-7,-4
CN(C(=O)c1ccc2nccnc2c1)C1CCCCC1,/,-3
CCc1cccc(NC(=O)C2CCc3nc(N4CCN(C(C)=O)CC4)sc3C2)c1 (stereo unspecified),27,-4

# The listing continues.
SMILES,mHTT CaM bind,Pf apPOL inh
CCOc1ccc(/C=C2\SC(N3CCN(Cc4ccccc4)CC3)=NC2=O)cc1,46,2
COc1cc(N=c2oc3c(C)ncc(CO)c3cc2C(=O)Nc2ccccc2F)cc(OC)c1,1,-4
CC(=O)N1c2c(cc(Br)cc2S(=O)(=O)NCCc2ccccc2)CC1C (stereo unspecified),22,2
COc1cc(OC)cc(N2C=C(C#N)S(=O)(=O)c3cc(F)ccc32)c1,-5,2
COc1cccc(C2=N/C(=C\c3ccc(C)o3)C(=O)O2)c1,5,-4
COc1cc(NC(=O)COc2ccc(F)cc2)nc(OC)n1,0&5,6&3
CC1CCC(NC(=O)C2CCCN(c3cn[nH]c(=O)c3)C2)CC1 (stereo unspecified),-5,-1
COc1cccc(CNC(=O)C2(C)CCCN(C(=O)C(C)C)C2)c1 (stereo unspecified),-8,8
FC(F)(F)c1cc(NC(=S)NCCCN2CCOCC2)cc(C(F)(F)F)c1,/,-5&4
COc1ccc(CN2CCC(N3CCCCC3)CC2)cc1OCc1ccccc1,0,-7
O=C1NN(c2ccccc2)C(=O)/C1=C/c1ccccc1OCCOc1ccc([N+](=O)[O-])cc1,6,-4
CC(C)NC(=O)c1ccc2c(c1)NC(=O)C(N1CCCCC1)S2 (stereo unspecified),0,-11
Cc1cccc2nnc(N3CCN(C(=O)c4cccc(F)c4)CC3)n12,-3,0
CC(C)c1c(C2CCN(C(=O)NCC3CCCO3)CC2)noc1N (stereo unspecified),-4,1
CCn1c(C2CCN(C(=O)CCC3CCCC3)C2)nc2cccnc21 (stereo unspecified),18,-4
Cc1nn(-c2ccccc2)nc1-c1n[nH]c(=S)n1-c1cccc(Cl)c1C,/,-20
O=C(O)C1CCC(C(=O)O)C1 (stereo unspecified),-6,10
COc1ccc(N(C)C(=O)c2nc(C)n(C3CCN(S(C)(=O)=O)CC3)c2C)cc1,86*,-12
COc1ccc(CN(C(C)=O)C2CC(=O)N(c3ccc(F)cc3)C2=O)cc1 (stereo unspecified),-2,-2
CCCN1CCC2(CC1)C1CN(CCC)CC=C1C(C#N)=C(N)C2(C#N)C#N (stereo unspecified),7,-9
CC(CN1c2ccccc2Sc2ccccc21)N(C)C (stereo unspecified),/,15
COc1ccc(OC)c(NC(=O)CCCN2C(=O)c3cccnc3C2=O)c1,8,-47
COCCNC(=O)CN1C(=O)/C(=C/c2ccccc2C)Sc2ccccc21,22,-2
CC1CCN(S(=O)(=O)c2ccc3[nH]cc(C(=O)NCc4ccc(F)cc4)c(=O)c3c2)CC1,1,-7
COc1ccc(C(=O)N2CCC(C(=O)NCc3ccccn3)CC2)cc1,3,-2
COC(=O)N1CCc2ccccc2C1C(=O)Nc1cccc2ncccc12 (stereo unspecified),-2,0
O=C(Nc1onc2c1CCC2)C1CCN(S(=O)(=O)c2ccc(Cl)cc2)CC1,-14,-7
O=C(Nc1ccc([N+](=O)[O-])c(NC(=O)C2CCCO2)c1)C1CCCO1 (stereo unspecified),7,2
O=C(C1CCN(c2nnc3ccc(Cl)cn23)CC1)N1CCOCC1,-3,-1
CCOC(=O)C1CCC(CNC(=O)N2CCCC2c2ccc(OC)cc2)CC1 (stereo unspecified),0,-6
CC12c3ccccc3C(C)(c3ccccc31)C1C(=O)N(c3cccc(C(=O)O)c3)C(=O)C12 (stereo unspecified),5,1
COCCNC(=O)c1csc(NC(=O)Nc2ccc(F)cc2)n1,-16,-4
O=S(=O)(c1ccc2nsnc2c1)N1CCCCC1c1cccnc1 (stereo unspecified),/,3
O=C(COc1ccccc1Cl)Nc1ncc(S(=O)(=O)c2ccc([N+](=O)[O-])cc2)s1,21&4,1&2
O=C(c1cn(-c2cc(N3CCCCC3)ncn2)cn1)N1CCN(c2ccccc2F)CC1,-5,2
O=[N+]([O-])c1cc2c(cc1C=Nc1ccc(O)c(-c3nc4ccccc4[nH]3)c1)OCO2,65*,4
Cc1ccccc1N1C(=O)CC(N2CCN(C(=O)OC(C)(C)C)CC2)C1=O (stereo unspecified),-2,2
O=S1(=O)CCOCCCN1Cc1ccccc1F,-13,-4
O=C(NNC(=O)c1ccno1)c1ccc(Cl)cc1,/,5
COc1ccccc1-n1c(SCC(=O)Nc2cc(C)ccc2C)nc2c(c1=O)SCC2,17,0
O=C(Nc1nnc2ccccn12)C1CCCO1 (stereo unspecified),8,1
CC1=C(C(=O)Nc2ccccc2)C(c2ccc(OCc3ccccc3)cc2)n2ncnc2N1 (stereo unspecified),32,-2
O=C(Nc1ccccc1[N+](=O)[O-])c1cc(=O)c2ccccc2o1,-16&-7,4&3
CC(=O)N1c2c(cc(Br)cc2S(=O)(=O)N2CCCCC2)CC1C (stereo unspecified),8,1
CC(=O)n1c(SCC(=O)NCc2ccccc2)nc2ccccc21,5,-10

# An excerpt from above in order of SMILES length, largest number first.
SMILES,mHTT CaM bind,Pf apPOL inh
CC12c3ccccc3C(C)(c3ccccc31)C1C(=O)N(c3cccc(C(=O)O)c3)C(=O)C12 (stereo unspecified),5,1
O=[N+]([O-])c1cc2c(cc1C=Nc1ccc(O)c(-c3nc4ccccc4[nH]3)c1)OCO2,65*,4
O=C(Nc1ccccc1[N+](=O)[O-])c1cc(=O)c2ccccc2o1,-16&-7,4&3

# (listing goes on)
SMILES,mHTT CaM bind,Pf apPOL inh
CCOc1ccc(CNC(=O)CC2CCN(C(=O)c3ccc(C)cc3)CC2)cc1OC,11,1
Cc1ccsc1C(O)CNC(=O)c1ccc(S(=O)(=O)N(C)C)cc1 (stereo unspecified),-7,-5
COc1ccccc1NC(=O)c1c(N)sc2c1CCCC2,31,-4
CC(C)(C)c1ccc(C(=O)Nc2ccc(N)cc2)cc1,23,0
CCOC(=O)NC(=O)c1cn(Cc2ccco2)c(=O)[nH]c1=O,/,-4
COc1ccc(C(=O)N2CCC(c3nc(C(=O)N4CCCC4)c(C)o3)CC2)c(C)c1,13,-4
COc1ccc(N(CC(=O)Nc2cccnc2)S(C)(=O)=O)cc1Cl,-2,-5
Cc1cccc(N2CCN(C(=O)c3cc4cn(C5CC5)cc4s3)CC2)c1,-2,0
CSC1=NSC2=NC(=O)/C(=C\c3ccccc3)C(=N)N12,-2,-4
O=C1c2ccccc2NC(c2ccc3c(c2)OCO3)N1Cc1ccccc1 (stereo unspecified),-13,-3
Cc1c(C(=O)NC2CCCC(C)C2C)oc2ccc(S(=O)(=O)N3CCOCC3)cc12 (stereo unspecified),11,-9
O=C(CCCn1cnc([N+](=O)[O-])n1)Nc1ccc2c(c1)OCO2,23,4
CCc1nnc(NC(=O)c2ccc(S(=O)(=O)N3CCCC(C)C3)cc2)o1 (stereo unspecified),28,-2
O=C(CSC1=Nc2ccccc2C2=NC(Cc3ccccc3)C(=O)N12)NC1CCCCC1 (stereo unspecified),39,-4

# Among those listed so far, seven have an aryl thioether with sulfur outside any ring.
SMILES,mHTT CaM bind,Pf apPOL inh
CCSc1ccccc1C(=O)Nc1ccc(CC(=O)N(C)C)cc1,-8,-7
O=C1c2ccccc2C(=O)N1CSc1nnc2c(n1)[nH]c1ccccc12,-1,-8
NC(CSc1ccc(Cl)cc1)=NS(=O)(=O)c1ccc(Cl)cc1,/,0
CCc1nc(SCC(=O)c2ccc(OC)c([N+](=O)[O-])c2)n[nH]1,-2,-5
C=CCSc1nc2c(c(=O)n1C1CCCCC1)C1(CCCCC1)Cc1ccccc1-2,-9,/
COc1ccccc1-n1c(SCC(=O)Nc2cc(C)ccc2C)nc2c(c1=O)SCC2,17,0
CC(=O)n1c(SCC(=O)NCc2ccccc2)nc2ccccc21,5,-10
